EPAC1 antag – blocks human EPAC1 exchange factor. EPAC1 GEF assay, Rap1b-BODIPY-GDP exchange fluorescence. Potency, µM (top dose mostly 115 µM), without a hit: top-dose activity change, negative = inhibition, most hits filed as inhibitors. 0.14% of 360,000 active. AID 720709;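 also: potency is read from the fitted curve at half-maximal effect; plate controls were vehicle for no effect and positive control for full effect; nearly all actives have a fitted effect of over 50% in size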
EPAC1 agonist – activates human EPAC1 exchange factor | O95398 | EPAC1 agonist qHTS, biochemical assay; response scale: 100% = response to 6.5 mM cAMP | AID 720707 | Potency, µM (top dose mostly 154 µM), inactives show top-dose activation, hits mostly activators | 0.073% of 360,000 active; also: potency is read from the fitted curve at half-maximal effect; nearly all actives have a fitted effect of over 60% in size
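Compounds were pinned as a concentration titration into mixtures of EPAC1 (100 nM), BODIPY-GDP-loaded Rap1B (250 nM) and GDP (50 uM). After 5 min at room temperature, fluorescence was followed for 30 min; activity was scaled to 6.5 mM cAMP.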
PI5P4Ka inh – PI5P4K alpha (human) kinase inhibition | P48426 | PI5P4Kalpha enzyme, ADP-Glo luminescence, 60 min; active compounds read low | max response, % | 1.2% of 330,000 active | AID 652105; active = max response of -50% or lower; inconclusive = between -30% and -50%; inactive = -30% or higher; also: value at the top dose of about 77 µM; % is scaled to controls: 0 for no effect and ±100 for the full control effect
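Human PI5P4Kalpha with substrate in 0.038 M HEPES pH 7.4, 0.28 mM EGTA, 0.1% CHAPS, 5% DMSO; reaction started with 5 microM ATP (final), 60 min at room temperature. ADP formed read by ADP-Glo luminescence.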
PTHR1 ag – agonists of human PTHR1 parathyroid hormone receptor; Q03431; HEK293 GP2 PTHR1 cells, GloSensor cAMP luminescence, 1 h; 0.075% of 410,000 active; Potency, µM (doses to about 115 µM), for inactives: at the highest dose activation, actives largely listed as activators; also: potency is read from the fitted curve at half-maximal effect; nearly all actives have a fitted effect of over 55% in size; some results filed as inactive show a strong effect at the top dose; inactives centre near -15; many of its hits are not listed in these tables
Target sequence (Q03431 whole entry, looked up): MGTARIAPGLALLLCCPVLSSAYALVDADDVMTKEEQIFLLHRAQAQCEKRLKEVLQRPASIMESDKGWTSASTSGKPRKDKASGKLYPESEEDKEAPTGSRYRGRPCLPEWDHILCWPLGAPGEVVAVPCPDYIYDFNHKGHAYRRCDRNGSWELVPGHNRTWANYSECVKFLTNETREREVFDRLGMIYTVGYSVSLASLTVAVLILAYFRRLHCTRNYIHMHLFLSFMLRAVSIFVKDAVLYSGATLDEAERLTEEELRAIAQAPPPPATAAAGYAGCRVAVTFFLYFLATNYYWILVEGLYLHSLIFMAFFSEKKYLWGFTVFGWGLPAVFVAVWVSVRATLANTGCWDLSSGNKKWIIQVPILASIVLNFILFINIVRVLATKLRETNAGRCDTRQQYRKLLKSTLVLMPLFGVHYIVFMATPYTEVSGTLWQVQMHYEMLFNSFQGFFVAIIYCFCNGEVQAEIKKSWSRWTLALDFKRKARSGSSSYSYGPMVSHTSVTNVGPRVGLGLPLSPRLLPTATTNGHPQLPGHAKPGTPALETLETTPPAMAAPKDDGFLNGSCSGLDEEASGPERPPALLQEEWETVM
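HEK-293-derived GP2 cells expressing PTHR1 and a GloSensor cAMP reporter, 3,000/well, plated overnight, given luciferin plus IBMX (each 0.5 mM as added) for 1 h at 37 °C, then compound for 1 h at 37 °C. Luminescence was read after 15 min at room temperature.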
GLP1R cytotox – cytotoxic in the GLP-1 receptor inverse agonist counter-screen; HEK293 cAMP-luciferase reporter cells, luminescence, 24 h; 0.13% of 410,000 active; Potency, µM (highest dose often 38.3 µM), for inactives: at the highest dose activity change, negative = inhibition, hits mostly inhibitors;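 also: loss of luciferase light is scored as toxicity; potency is read from the fitted curve at half-maximal effect; % is scaled to controls: 0 for no effect and ±100 for the full control effect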
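Step one: seed cells (200 cells/uL, DMEM with 10% Nu serum, 1% pen-strep). Step two: 12-hour incubation at 37 deg C. Step three: pin 23 nL compound, incubate 24 hr. Step four: add luciferase reagent, read luminescence 12 min later.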
IL2 activator – activators of IL-2 | IL-2 activation reporter assay, cell-based qHTS; stimulated with anti-CD3/CD4/CD28 beads; in transgenic mouse T cells | activation, % (series mostly up to about 46 µM) | 0.065% of 360,000 active | AID 652025; in the data active = activation above about 50%; inconclusive = mostly about 30% to 49%; also: 0% is about no effect
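Quantitative HTS in unstimulated transgenic mouse T cells, with memory T cells as non-tolerant control and PMA/ionomycin as tolerance-bypass control. Compound pretreatment lasted 60 minutes before 18 h bead stimulation; EGFP/DsRed fluorescence read.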
GLP1R inv ag – acts as inverse agonist at human GLP-1 receptor; HEK293 GLP-1R CRE-luciferase, luminescence, 24 h; GLP-1R form is constitutively active; AID 624417; P43220; Potency, µM (doses to about 38.3 µM), without a hit: top-dose activity change, negative = inhibition, hits mostly inhibitors; 1.6% of 410,000 active; also: potency is read from the fitted curve at half-maximal effect; % is scaled to controls: 0 for no effect and ±100 for the full control effect; nearly all actives have a fitted effect of over 55% in size
Target sequence (P43220 whole entry, looked up): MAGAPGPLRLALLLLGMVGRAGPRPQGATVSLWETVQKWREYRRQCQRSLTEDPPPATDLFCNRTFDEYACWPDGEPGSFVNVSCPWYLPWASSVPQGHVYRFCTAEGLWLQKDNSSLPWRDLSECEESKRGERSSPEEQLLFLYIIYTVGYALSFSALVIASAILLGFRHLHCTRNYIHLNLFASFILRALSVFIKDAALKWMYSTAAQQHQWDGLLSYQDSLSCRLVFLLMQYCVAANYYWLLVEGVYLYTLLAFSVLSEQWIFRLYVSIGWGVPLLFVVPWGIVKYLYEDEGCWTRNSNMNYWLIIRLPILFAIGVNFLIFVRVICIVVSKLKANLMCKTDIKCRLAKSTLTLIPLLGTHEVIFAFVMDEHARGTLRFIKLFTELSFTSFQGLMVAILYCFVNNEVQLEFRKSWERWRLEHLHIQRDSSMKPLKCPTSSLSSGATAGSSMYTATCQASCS
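Cells are plated, allowed 12 hours at 37 deg C, then treated with compounds for 24 hr before luciferase detection reagent is added and luminescence is read after 12 min at room temperature. The HEK293 line carries constitutively active GLP-1R with a cAMP-responsive reporter.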
GLP1R ag – GLP-1 receptor (human) agonism | P43220 | HEK293 GLP-1R CRE-luciferase, luminescence, 4-6 h; cells express a hypersensitive GLP-1R form | Potency, µM (titrated, usually from 45.6 µM), for inactives: top-dose activation, usual class: activators | 0.007% of 380,000 active | AID 624172; also: potency is read from the fitted curve at half-maximal effect; % of control where 0% means no effect
PLK1 PBD inh – PLK1 (human) polo-box domain binding inhibition; AID 720504; Plk1 PBD binding of FITC phosphopeptide, fluorescence polarization; P53350; 2.8% of 360,000 active; Potency, µM, inactives show max response, negative = inhibition, hits mostly inhibitors; also: potency is read from the fitted curve at half-maximal effect; series mostly up to about 57 µM; % is scaled to controls: 0 for no effect and ±100 for the full control effect; nearly all actives have a fitted effect of over 65% in size
Active calls of the source: *; i = inactive; ? = inconclusive; / = not tested or not shown; [ ] = another dose, or the depositor's remark. Unless noted, calls follow the shape of the dose curve; as a rule, active = well fitted curve in the direction sought with a large enough effect; inconclusive = small, poorly fitted or top-dose-only effect, or another doubt; inactive = no such curve, though single readings can be large; an effect the other way counts as inactive or inconclusive. Some of the compounds tested, so the mix of outcomes need not match the whole.

compound | EPAC1 antag | EPAC1 agonist | PI5P4Ka inh | PTHR1 ag | GLP1R cytotox | IL2 activator | GLP1R inv ag | GLP1R ag | PLK1 PBD inh
COc1ccc(Br)cc1C(C[N+](=O)[O-])c1c(N)n(C)c(=O)n(C)c1=O (configuration not stated) | -5% | 1% | 2 | -35%[inhibitor] | 10µM* | -0.6 | ? | -2% | -19%
CC1(C(=O)NS(=O)(=O)Cc2ccccc2)CCN1C(=O)Cc1ccc(-c2ccccc2)cc1 (configuration not stated) | 14% | 2% | -1 | -11% | -1% | -0.5 | 4% | -5% | -1%
CCCCCCSc1nc(O)c(C2OC(=O)c3c2ccc(OC)c3OC)c(=O)n1CC (configuration not stated) | -25% | -6% | -28 | -14%[57.5 µM] | 11% | -0.4 | ? | -16% | ?
COc1ccc(C(=O)N(CC2CCCO2)C(C(=O)NC2CCCC2)c2ccc(C)cc2)cc1OC (configuration not stated) | 11% | -3% | 5 | i | -3% | 6.9 | 6% | 8% | -4%
Cc1ccc[n+](C(C(=S)NCc2ccco2)=C([O-])c2ccccc2Cl)c1 | -1% | -2% | -1 | -7% | -2% | -0.4 | -28% | 8% | 2%
CCc1nnc(NC(=O)CSc2nnc(-c3ccco3)o2)s1 | -2% | 10% | -7 | i | -3% | -1.7 | -18% | 0% | -16%
CCN(CC)CCCn1c2c(c(SCC(=O)Nc3cc(C)on3)nc1=O)CCC2 | 10% | -4% | 2 | 5% | -13% | 0.7 | -15% | 4% | -10%
O=C(Cn1ncc2c(=O)oc3ccccc3c21)Nc1cc(F)ccc1F | / | / | / | -22% | 8% | / | 1% | 0% | /
Cc1cc(C(=O)N[C@H](c2ccccc2)[C@@]2(C)C[C@@H]2[C@@H](C)C(=O)Nc2ccc3ccccc3c2)n(C)n1 | ? | 0% | 3 | -56%[inhibitor] | -21% | -3.8 | 10µM* | 11% | -2%
CCCS(=O)(=O)c1c(S(=O)(=O)CCC)c2cnccn2c1C(=O)c1ccc(F)cc1 | 0% | 7% | / | -6%[57.5 µM] | -14% | -2.1 | 2% | 0% | -4%
Cc1nn(-c2ccccc2)c(C)c1NC(=O)COC(=O)c1ccccc1 | 3% | -16% | -1 | -4% | -9% | -0.5 | 16% | 4% | 3%
CC1CCN(C(=O)c2[nH]cnc2C(=O)N[C@@H](C)C(=O)OC(C)(C)C)CC1 | 1% | -16% | 1 | -19% | 0% | 1.2 | 7% | -1% | -10%
COC(=O)C1=CN(c2ccc(OC)cc2)C=C(C(=O)OC)C1c1ccc([N+](=O)[O-])cc1 | 1% | 10% | 0 | -19% | 1% | -3.7 | 10% | 4% | -5%
COc1ccc(C(=O)CSc2nnc(-c3cccs3)n2-c2ccccc2)cc1 | -5% | -4% | 0 | i | 13% | 0.6 | ? | 14% | -15%
O=C1/C(=C\c2ccc(Br)o2)Cc2ccccc21 | 37%[activator] | -4% | 6 | -56%[inhibitor] | 3%[1.53 µM] | 0.0 | 14% | 12% | -1%
NS(=O)(=O)c1ccc2nc(NC(=O)C3=COCCO3)sc2c1 | 8% | 6% | -2 | -50%[inhibitor] | 3% | -1.8 | -21% | 0% | -2%
FC(F)(F)c1cc(-c2ccccc2)nc2cc(-c3ccccc3)nn12 | / | / | / | i | 2% | / | 23% | 0% | /
Cc1ccc(NC(=O)CC(C)CC(=O)NCc2ccccc2)cc1Cl (configuration not stated) | 28% | 4% | 8 | -1% | -1% | 1.8 | -10% | -1% | -4%
C=CCn1c(SCC(=O)Nc2c(C)n(C)n(-c3ccccc3)c2=O)nc2sc(C)c(C)c2c1=O | 9% | -3% | / | i | -3% | -1.3 | 4% | 10% | -5%
COc1ccc(-c2c(-c3cc(OC)cc(OC)c3)n(C)c3ccc(-c4ccc(SC)cc4)cc23)cc1 | -2% | -7% | 2 | -41%[inhibitor] | 1% | 1.9 | 3% | 12% | -3%
O=C(NC1CCCCC1)c1ccc2c(c1)OCCO2 | 15% | 6% | 1 | -16% | -9% | 0.0 | ? | 13% | 2%
COc1ccc(CC(=O)NC(c2ccccc2)c2ccccc2)cc1S(=O)(=O)N1CCOCC1 | -8% | 5% | 0 | -26% | -7% | 1.0 | -14% | 1% | -1%
CCn1c(=O)c2ccccc2n(CC(=O)N2CCCc3ccccc32)c1=O | -1% | 14% | -2 | -5% | 2% | 0.2 | 6% | 7% | -5%
CCN(C(=O)Cn1c(=O)oc2ccccc21)c1ccc(C)c(C)c1 | -2% | 3% | -1 | -7% | 15% | -1.7 | ? | 9% | -9%
Cc1cc(C)cc(C(=O)NCC(=O)OCC(=O)NCC(F)(F)F)c1 | -6% | 5% | -8 | -18% | 5% | -0.9 | 15% | 1% | -1%
OC(COc1ccc(Cl)cc1)CN1CCC(Cc2ccccc2)CC1 (configuration not stated) | 11% | -6% | 3 | -13% | ? | 0.5 | ? | -3% | -7%
CCn1c(N2CCN(Cc3ccc([N+](=O)[O-])cc3)CC2)nc2ccccc21 | 3% | 3% | -6 | -31%[inhibitor] | -26% | -0.4 | ? | 2% | -2%
CCN(C(=O)COC(=O)C1=COCCO1)c1ccccc1 | -3% | 5% | 2 | -10% | 1% | 0.8 | 7% | 3% | -8%
c1ccc2c(CSCc3nc4ccccc4[nH]3)cccc2c1 | -8% | 21% | / | i | -24% | -2.5 | ? | 1% | -2%
COc1ccc(C2c3ccc4ccccc4c3Oc3ncn(CCN4CCOCC4)c(=N)c32)cc1OC (configuration not stated) | -2% | -8% | 2 | -22% | -23% | -0.9 | -15% | 27% | 2%
Cc1cc(C)c2nc(C(F)(F)F)nc(NCCCN3CCCC3=O)c2c1 | -10% | 7% | 19 | i | -5% | -2.0 | ? | 0% | -10%
O=C(CNc1ccccc1F)N/N=C/C1CC=CCC1 (configuration not stated) | -7% | 0% | -13 | i | 7% | -3.7 | 7% | 6% | 1%
COC(=O)[C@@]12C[C@@H](CC(=O)N3CCN(C(=O)c4ccco4)CC3)C(=O)N(Cc3ccco3)C1=CCC(C)(C)C2 | 11% | -6% | -2 | -9% | 1% | -0.2 | 13% | / | 1%
Cc1ccsc1CCNC(=O)C1CCC(=O)N(CCc2cccc(F)c2)C1 (configuration not stated) | 8% | -3% | -1 | -86%[inhibitor] | 2% | -2.5 | ? | -5% | -1%
COc1cc(OC)cc(C(=O)NCC(=O)OCc2ccc(Cl)c(Cl)c2)c1 | 10% | 3% | 18 | -6% | -3% | 0.9 | ? | 0% | 5%
CCC1CCc2sc(C(=O)OCC(=O)N(CCOC)c3c(N)n(Cc4ccccc4)c(=O)[nH]c3=O)cc2C1 (configuration not stated) | 5% | -3% | -15 | -3% | ? | -4.1 | ? | 3% | 3%
C[C@@H]1COc2cc(N3CCN(Cc4ccccc4F)CC3)ccc2S(=O)(=O)N1 | -17% | -8% | 0 | -19% | 2% | 3.9 | 25% | -8% | -1%
O=C(NCCc1ccccc1Cl)C1CCC(=O)N(CC2CCCCC2)C1 (configuration not stated) | 23% | 6% | 13 | i | 0% | -2.8 | -28% | 10% | -7%
CCc1nnc(NC(=O)c2sc3nc4c(cc3c2N)CCCCCC4)s1 | ? | -13% | -23 | i | 88%[activator] | -1.7 | ? | 12% | -11%
COc1ccc(-n2c(SCc3ccccc3F)nc3c([nH]c4ccccc43)c2=O)cc1OC | / | / | / | -28% | -2% | / | -18% | -3% | /

One compound at a time (already shown). Order of screens: EPAC1 antag, EPAC1 agonist, PI5P4Ka inh, PTHR1 ag, GLP1R cytotox, IL2 activator, GLP1R inv ag, GLP1R ag, PLK1 PBD inh
Results for COc1ccc(C2c3ccc4ccccc4c3Oc3ncn(CCN4CCOCC4)c(=N)c32)cc1OC (configuration not stated) → -2%, -8%, 2, -22%, -23%, -0.9, -15%, 27%, 2%
Results for Cc1cc(C)c2nc(C(F)(F)F)nc(NCCCN3CCCC3=O)c2c1 → -10%, 7%, 19, i, -5%, -2.0, ?, 0%, -10%
Results for CCn1c(=O)c2ccccc2n(CC(=O)N2CCCc3ccccc32)c1=O → -1%, 14%, -2, -5%, 2%, 0.2, 6%, 7%, -5%
Results for COC(=O)C1=CN(c2ccc(OC)cc2)C=C(C(=O)OC)C1c1ccc([N+](=O)[O-])cc1 → 1%, 10%, 0, -19%, 1%, -3.7, 10%, 4%, -5%

Further records:
compound | EPAC1 antag | EPAC1 agonist | PI5P4Ka inh | PTHR1 ag | GLP1R cytotox | IL2 activator | GLP1R inv ag | GLP1R ag | PLK1 PBD inh
NS(=O)(=O)c1ccc(NC(=O)COC(=O)CC2Sc3ccccc3NC2=O)cc1 (configuration not stated) | -11% | 11% | -4 | -4% | 9% | 0.4 | 2% | -1% | 2%
Cc1ccn2c(=O)nc(SCC(=O)OCc3ccccc3)nc2c1 | -24% | 6% | ? | -23% | -1% | -1.6 | 36%[activator] | 13% | -16%
COc1ccc(C(=O)NNC(=O)c2cc(C)nc3ccccc23)cc1 | -2% | -4% | -1 | -17% | 0% | 1.4 | 13% | -2% | 3%
O=C1CC(c2ccccc2)CCc2sccc2N1 (configuration not stated) | -29% | 9% | / | -8%[57.5 µM] | 5% | -2.0 | -5% | 0% | -13%
COC(=O)c1ccccc1S(=O)c1snnc1C (configuration not stated) | -1% | -3% | -2 | i | -10%[7.66 µM] | -0.5 | 12%[7.66 µM] | 7% | -8%
Clc1ncccc1-c1nc2ccccc2n1Cc1ccccc1 | 4% | 4% | / | -16% | -25% | -1.7 | 0% | 1% | -3%
O=c1cc(-c2ccco2)nc(-c2cccs2)o1 | 8% | 2% | -6 | i | -11% | -0.9 | 2% | -13% | -13%
O=S(=O)(N/N=C/c1ccccc1OCc1ccc(Cl)cc1)c1ccccc1 | -19% | 2% | 8 | -26% | ? | 0.8 | ? | 19% | 0%

Screening data: PubChem, National Center for Advancing Translational Sciences (NCATS)
